# GoLoco inh red: RGS12 GoLoco-Gai1 interaction inhibition. Gai1:RGS12 GoLoco peptide FP, rhodamine, 10 min. Potency, µM (highest dose often 61.6 µM), without a hit: at the top dose activity, negative = inhibition, usual class: inhibitors. 230,000 compounds, 0.44% hits. AID 880. P63096; active = well fitted inhibition curve with a large enough effect, not every such curve was filed as active; inactive = no such curve, though single readings can be large or run the other way; also: % is scaled to controls: 0 for no effect and ±100 for the full control effect; nearly all actives have a fitted effect of over 30% in size; many of its hits are not listed in these tables
# TexasRed fluor: counter-screen for TRb-SRC2 inhibitors: fluorescence interference; 280,000 compounds, 0.29% hits; AID 1479; Potency, µM (series often up to 106 µM), without a hit: at the top dose fluorescence change, negative = quenching; TRb/SRC2 Texas Red total fluorescence interference; active = well fitted curve in either direction with a large enough effect; inconclusive = small, poorly fitted or top-dose-only effect; also: % is scaled to controls: 0 for no effect and ±100 for the full control effect
#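 Flags fluorescent or light-absorbing compounds by total fluorescence, S + 2P, at 555 nm excitation and 632 nm emission. Mixture: 20 nM Texas Red SRC2 peptide, 0.6 uM human TRb LBD, 1 uM T3, 5% DMSO; compound exposure 5 h at ambient temperature.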
# TRb SRC2 PPI: inhibitors of human thyroid hormone receptor beta-SRC2 interaction | TRbeta-SRC2 peptide binding, fluorescence polarization; receptor liganded with 1 µM T3 | Potency, µM (doses to about 106 µM), for the others: at the top dose activity change, negative = inhibition, hits mostly inhibitors | 280,000 compounds, 0.065% hits | AID 1469;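 also: plate controls were bound peptide for no effect and peptide without receptor for full effect; nearly all actives have a fitted effect of over 50% in size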
#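 Polarization signal, normalized between peptide-alone and full complex controls, measured compound effects on T3-liganded human TRb LBD (0.6 uM) binding 20 nM Texas Red SRC2 peptide after 5 hr.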
# JMJD2E inh: blocks human JMJD2E demethylase activity | B2RXH2 | JMJD2E catalytic domain, FDH-coupled NADH fluorescence (FDH is formaldehyde dehydrogenase) | Potency, µM (titrated, usually from 57.1 µM), for inactives: top-dose activity change, negative = inhibition, actives largely listed as inhibitors | 230,000 compounds, 1.6% hits; active = well fitted inhibition curve with a large enough effect, not every such curve was filed as active; inconclusive = small, poorly fitted or top-dose-only effect, or another doubt; inactive = no such curve, though single readings can be large or run the other way;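 also: 0% = wells with enzyme and -100% = buffer wells without enzyme; nearly all actives have a fitted effect of over 50% in size; many of its hits are not listed in these tables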
# Target sequence (B2RXH2 1-337 limits assumed): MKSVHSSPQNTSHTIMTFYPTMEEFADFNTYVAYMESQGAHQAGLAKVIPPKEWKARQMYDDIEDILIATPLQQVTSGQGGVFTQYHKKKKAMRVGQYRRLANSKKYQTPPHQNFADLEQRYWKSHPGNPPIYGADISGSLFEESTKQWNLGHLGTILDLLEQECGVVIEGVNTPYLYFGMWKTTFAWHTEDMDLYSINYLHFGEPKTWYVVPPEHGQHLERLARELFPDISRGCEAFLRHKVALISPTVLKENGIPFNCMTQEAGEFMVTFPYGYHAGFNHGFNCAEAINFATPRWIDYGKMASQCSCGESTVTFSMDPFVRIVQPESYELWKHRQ
# ALDH1A1 block: blocks purified human ALDH1A1 activity; Purified ALDH1A1, NADH fluorescence, propionaldehyde substrate; Potency, µM (doses to about 75.3 µM), for the others: at the top dose activity, negative = inhibition, hits mostly inhibitors; 220,000 compounds, 7.3% hits; AID 1030; active = well fitted inhibition curve with a large enough effect, not every such curve was filed as active; inconclusive = small, poorly fitted or top-dose-only effect, or another doubt; inactive = no such curve, though single readings can be large or run the other way;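 also: plate controls were no enzyme wells and a reference inhibitor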
# SMN2 splice up: increases expression of the SMN2 splice variant; 210,000 compounds, 2.8% hits; AID 1458; Potency, µM (titrated, usually from 46.1 µM), inactives show top-dose activity change, positive = activation, hits mostly activators; HEK293 SMN2-luciferase splicing reporter, luminescence, 30-36 h; also: % of control where 0% means no effect; nearly all actives have a fitted effect of over 55% in size
#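 qHTS luciferase splicing reporter: luminescence rises when SMN2 exon 7 is included in transfected HEK293 cells. Compound exposure lasted 30-36 h at 37C, with 4.5 mM final sodium butyrate as control, followed by a ONE-Glo read.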
# LMNA splice mod: LMNA splicing modulation | 200,000 compounds, 0.01% hits | Potency, µM (titrated, usually from 46.1 µM), for the others: top-dose ratio change, negative = inhibition, hits mostly inhibitors | HeLa LMNA splicing GFP/RFP minigene ratio, 48 h | AID 1487; active = well fitted inhibition curve with a large enough effect in the signal ratio, with a control signal flat, not every such curve was filed as active; inconclusive = small, poorly fitted or top-dose-only effect, or effect the other way, or a change in a side signal; the % refers to the signal ratio; also: % is scaled to controls: 0 for no effect and ±100 for the full control effect
#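 S3 HeLa stable clones carrying a lamin A-EGFP splicing minigene plus DsRed2 were seeded at 600 cells/well in Opti-MEM with 2% FBS, pin-dosed and incubated 48 h at 37°C. Acumen cytometry (488 nm) gave the GFP/RFP total-intensity ratio.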
# RECQ1 helicase: inhibitors of human RECQ1 DNA helicase. RECQ1 DNA unwinding, red fluorescence kinetic read. Potency, µM (top dose mostly 57.3 µM), for the others: top-dose activity, negative = inhibition, usual class: inhibitors. 240,000 compounds, 0.54% hits. P46063;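 also: plate controls were vehicle for no effect and no enzyme for full effect; nearly all actives have a fitted effect of over 30% in size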
# Target sequence (P46063 whole entry, looked up): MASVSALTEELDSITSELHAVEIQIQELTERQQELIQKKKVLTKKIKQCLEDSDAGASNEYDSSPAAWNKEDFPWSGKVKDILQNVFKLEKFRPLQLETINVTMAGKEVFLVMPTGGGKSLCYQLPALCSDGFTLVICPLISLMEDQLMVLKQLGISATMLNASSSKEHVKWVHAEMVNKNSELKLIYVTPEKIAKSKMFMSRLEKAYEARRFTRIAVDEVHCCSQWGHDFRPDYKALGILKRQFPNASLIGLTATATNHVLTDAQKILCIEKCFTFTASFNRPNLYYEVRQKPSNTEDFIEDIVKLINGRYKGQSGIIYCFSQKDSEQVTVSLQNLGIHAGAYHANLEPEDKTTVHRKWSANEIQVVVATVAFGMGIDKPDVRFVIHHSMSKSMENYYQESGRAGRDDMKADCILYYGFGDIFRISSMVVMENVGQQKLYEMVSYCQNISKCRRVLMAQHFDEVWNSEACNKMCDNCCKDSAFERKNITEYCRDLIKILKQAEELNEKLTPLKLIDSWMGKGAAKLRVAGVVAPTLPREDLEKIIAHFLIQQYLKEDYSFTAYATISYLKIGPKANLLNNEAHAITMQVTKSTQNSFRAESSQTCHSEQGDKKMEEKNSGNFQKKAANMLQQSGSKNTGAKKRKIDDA
#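 50 nM RECQ1T1 preincubated 15 min with compound in Tris pH 8.0 buffer with MgCl2, DTT, Tween-20 and 2.5 ug/ml poly(dI-dC); started with 200 nM TAMRA/BHQ-2 forked duplex and 2 mM ATP. Unwinding read as fluorescence (525/598 nm), two reads 2 h apart.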
# The depositor's hits bear a star; i = inactive; ? = inconclusive; . = no result given; [ ] = another dose, or the depositor's remark. Unless noted, calls follow the shape of the dose curve; as a rule, active = well fitted curve in the direction sought with a large enough effect; inconclusive = small, poorly fitted or top-dose-only effect, or another doubt; inactive = no such curve, though single readings can be large; an effect the other way counts as inactive or inconclusive. Potency is read from the fitted curve at half-maximal effect.
# Short forms: A = GoLoco inh red; B = TexasRed fluor; C = TRb SRC2 PPI; D = JMJD2E inh; E = ALDH1A1 block; F = SMN2 splice up; G = LMNA splice mod; H = RECQ1 helicase
Cc1ccc(Nc2ncnc3c2cnn3C)cc1
  A = -9%	B = -1%	C = -4%	D = -16%	E = 7%	F = 7%	G = ?	H = i

Cc1c(Cl)c([N+](=O)[O-])nn1Cc1ccc(C(=O)N/N=C\c2ccccn2)o1
  A = 14%	B = -2%	C = -1%	D = -18%	E = 7%	F = -6%	G = ?	H = 0%

COc1cccc2sc(N(C)c3ccccc3)nc12
  A = 4%	B = 2%	C = -10%	D = 4%	E = -10%	F = 8.9µM*	G = -13%	H = -2%

CCN1CCN(c2nc3c(c(=O)[nH]c(=O)n3C)n2CCCc2ccccc2)CC1
  A = 19%	B = -1%	C = -2%	D = -2%	E = 6%	F = 6%	G = 4%[46 µM]	H = -5%

CCOC(=O)c1sc(=S)n(-c2ccccc2)c1N(C(C)=O)C(C)=O
  A = -3%	B = -2%	C = 4%	D = -1%	E = 6%	F = -22%	G = .	H = -2%

COc1cc(OC)c(C(=O)OC(C)C(=O)Nc2cc(C(F)(F)F)ccc2Cl)cc1OC (stereo not given)
  A = 8%	B = ?	C = -13%	D = 4%	E = 16%	F = 14%	G = ?	H = -4%

Cc1ccc(OCC(=O)Nn2c(C)nc3ccccc3c2=O)c(C(C)C)c1
  A = -4%	B = -2%	C = 4%	D = -1%	E = ?	F = -36%[inhibitor]	G = ?	H = -2%

O=C(Nc1ccc(Cl)cc1)Nc1nnc(SCc2ccc(Cl)cc2)s1
  A = 1%	B = 1%	C = -2%	D = 5%	E = 7%	F = -14%	G = -3%	H = -11%

O=C1C2CCCN2C(c2ccc(F)cc2)N1c1nccs1 (stereo not given)
  A = 1%	B = -3%	C = -9%	D = 10%	E = -14%	F = -3%	G = 7%	H = -10%

CC(=O)c1ccc(NS(=O)(=O)Cc2ccc(Cl)cc2)cc1
  A = 0%	B = -1%	C = 1%	D = -8%	E = -8%	F = -6%	G = -7%	H = i

CCOC(=O)c1sc(N(Cc2ccccc2)C(=O)CSc2ncn[nH]2)nc1C
  A = 6%	B = -1%	C = -1%	D = ?	E = 4.5µM*	F = -39%	G = 3%	H = -4%

Cc1cc(NC(=O)c2cc(-c3ccc(C)s3)nc3ccccc23)no1
  A = 30%	B = -2%	C = 11%	D = ?	E = ?	F = -1%	G = 1%	H = 0%

O=C(C1CCCCC1)N1CCN=C1SCc1cccc([N+](=O)[O-])c1
  A = 3%	B = -1%	C = 3%	D = 4%	E = ?	F = -20%	G = 8%[9.22 µM]	H = -12%

COc1cc(C2CC(=O)c3c([nH]c(C(=O)OCCOC(C)C)c3C)C2)cc(OC)c1OC (stereo not given)
  A = 4%	B = -1%	C = -3%	D = -6%	E = ?	F = -59%[inhibitor]	G = ?	H = 1%

O=C1Nc2ccccc2C1(O)Cc1ccncc1 (stereo not given)
  A = 1%	B = -5%	C = -3%	D = -1%	E = 11%	F = 1%	G = -2%	H = -5%

COc1ccc(C)cc1NC(=O)C(=O)NNC(=O)COc1ccc(Cl)cc1
  A = -1%	B = -5%	C = 3%	D = -2%	E = 1%	F = -8%	G = -12%[9.22 µM]	H = -13%

CCNC(=S)NN(c1ccccc1)c1ccccc1
  A = 1%	B = 3%	C = -8%	D = -3%	E = ?	F = 7%	G = -3%	H = 10%

Cn1c(=O)c2c(nc(NCCCN3CCOCC3)n2Cc2ccc(Cl)cc2)n(C)c1=O
  A = -1%	B = -2%	C = 1%	D = 7%	E = 3%	F = 13%	G = -7%	H = -1%

Cc1nn(CCCC(=O)NCc2ccccc2)c(C)c1[N+](=O)[O-]
  A = 4%	B = 0%	C = -18%	D = 9%	E = 5%	F = 5%	G = 0%	H = -6%

CC(=O)Nc1sc2c(c1C(c1ccccn1)N1CCCC1)CCCC2 (stereo not given)
  A = -13%	B = 1%	C = 0%	D = ?	E = ?	F = -6%	G = 3%[46 µM]	H = 9%

Cc1cc2c(c(=O)o1)C(CCC1CCCCC1)C(C#N)=C(N)O2 (stereo not given)
  A = 66%[activator]	B = 1%	C = 5%	D = -10%	E = .	F = .	G = .	H = -14%

CN1CCN(C(=O)Nc2cccc3ccccc23)CC1
  A = -9%	B = -5%	C = -7%	D = ?	E = ?	F = -3%	G = 8%	H = -7%

CC(/C=N/NC(=O)c1nn(C)c(C)c1Br)=C\c1ccccc1
  A = 20%	B = -2%	C = 0%	D = -6%	E = -2%	F = .	G = 10%	H = -5%

COCCn1c(SCc2csc(-c3ccccc3)n2)nc2ccccc21
  A = -12%	B = -2%	C = 0%	D = 1%	E = -3%	F = -59%[inhibitor]	G = ?	H = -6%

Cc1cccnc1NC(=O)/C=C/c1ccc2c(c1)OCO2
  A = -10%	B = 7%	C = 12%	D = -6%	E = ?	F = 16µM*	G = -7%	H = 0%

O=C(Nc1nc(-c2ccccn2)cs1)c1ccc(Cl)s1
  A = 5%	B = 5%	C = -12%	D = ?	E = ?	F = -66%[inhibitor]	G = ?	H = -12%

CCOc1ccc(CNC(=O)CCS(=O)(=O)Cc2ccccc2C)cc1OC
  A = 7%	B = 0%	C = 2%	D = 10%	E = 7%	F = 14%	G = .	H = 8%

CCC(CC)C(=O)Nc1cc(C(=O)NCCc2ccccc2)ccc1Cl
  A = -7%	B = -2%	C = -7%	D = 14%	E = 26%	F = 17%	G = 12%	H = -5%

CN1CCC(=NNC(=O)C(=O)Nc2ccc(F)cc2)CC1
  A = 3%	B = -1%	C = -4%	D = 29%	E = 9%	F = 7%	G = -5%[46 µM]	H = i

CCOc1ccc(NCc2nnc(SCC(=O)Nc3cc(C)on3)n2-c2ccc(OC)cc2)cc1
  A = 0%	B = -4%	C = 5%	D = 4%	E = 4%	F = 18%	G = -3%	H = -8%

Cc1ccc2nc(-c3ccccc3)cn2c1
  A = -9%	B = 1%	C = 6%	D = ?	E = ?	F = 0.5µM*	G = -9%	H = -4%

Cc1ccc(NC(=S)NNC(=O)CSc2nc3ccccc3c(=O)n2-c2ccc(C)cc2)cc1
  A = 10%	B = 22%	C = ?	D = -29%	E = ?	F = -3%	G = ?	H = ?

Cc1cccc(CNc2cc(-c3cccc(C#N)c3)ncn2)c1
  A = 2%	B = -3%	C = -4%	D = ?	E = -7%	F = -25%	G = 16%	H = -11%

COC(=O)c1ccc(NC(=O)c2ccc(C)cc2)o1
  A = 9%	B = -5%	C = -3%	D = -12%	E = -2%	F = 4%	G = 0%	H = i

O=c1oc2c(CN3CCCCC3)c(O)ccc2cc1-c1nc2ccccc2[nH]1
  A = 10%	B = -8%	C = 3%	D = ?	E = ?	F = .	G = -11%	H = i

COc1ccc(Cn2c(-c3ccc(Cl)cc3)c[n+]3ccccc23)cc1
  A = 8%	B = 6%	C = -1%	D = ?	E = -3%	F = ?	G = ?	H = 1%

O=C(CNC(=O)c1cccc(Cl)c1)N/N=C/c1cccnc1
  A = 5%	B = -3%	C = -6%	D = 3%	E = ?	F = .	G = .	H = 3%

Cc1ccccc1N(CC(=O)N/N=C/c1ccc(F)cc1)C(=O)c1ccccc1
  A = 11%	B = -1%	C = -12%	D = 0%	E = -4%	F = -4%	G = -10%	H = -1%

CCN(CC(=O)NC1CCS(=O)(=O)C1)S(=O)(=O)c1ccc(C)cc1C (stereo not given)
  A = -8%	B = 0%[53 µM]	C = 2%[53 µM]	D = 2%	E = 5%	F = 15%	G = -9%	H = -11%

Cc1c(NC(=S)NC(=O)c2ccco2)c(=O)n(-c2ccccc2)n1C
  A = -3%	B = 2%	C = -3%	D = 0%	E = 8%	F = ?	G = 1%	H = i

CC(C)(C)c1ccc(/C=C/C(=O)N2CCN(c3ncccn3)CC2)cc1
  A = -5%	B = -1%	C = 3%	D = -9%	E = -1%	F = -4%	G = 4%	H = -2%

Cn1c(-c2ccccc2)c[n+]2c1-c1ccccc1C2
  A = -8%	B = -22%	C = 9%	D = ?	E = ?	F = -41%[inhibitor]	G = ?	H = -2%

O=C(CSc1nnc2ccc(-c3cccnc3)nn12)Nc1ccc(F)cc1F
  A = 13%	B = -3%	C = 2%	D = -28%	E = 6%	F = -8%	G = .	H = i

CCCNC(=O)CS(=O)(=O)Cc1nc(-c2cccc(OC)c2)oc1C
  A = -1%	B = -2%	C = -9%	D = 7%	E = 6%	F = -5%	G = -10%	H = -2%

O=C(Nc1cccnc1)Nc1ccccc1Cl
  A = -14%	B = 0%	C = -16%	D = 3%	E = -6%	F = 22%	G = -10%	H = i

CCC(=O)N/N=C(\C)CC(=O)Nc1ccccc1-c1ccccc1
  A = 6%	B = -7%	C = 6%	D = 1%	E = ?	F = -13%	G = -5%	H = -17%

COc1cc(OC)cc(N(C(=O)C2COc3ccccc3O2)C(C(=O)NC2CCCCC2)c2ccc(O)cc2)c1 (stereo not given)
  A = -10%	B = -4%	C = 9%	D = 1%	E = -6%	F = -1%	G = -22%	H = -11%

O=C(CSc1nc2ccccc2c(=O)n1-c1ccccc1)N1CCc2ccccc21
  A = .	B = 1%	C = -1%	D = 9%	E = 12%	F = .	G = -11%	H = -4%

# Screens: PubChem, National Center for Advancing Translational Sciences (NCATS)

# This is a subset; the hit share may differ from the screen's.
